# Chronic BCR inh = blocks chronic active B-cell receptor signaling | ABC-DLBCL IkBa-CBG/CBR reporter, luminescence ratio, 4 h | Potency, µM (highest dose often 46.1 µM), without a hit: at the top dose ratio change, negative = lower green/red ratio, most hits filed as inhibitors | 340,000 compounds, 0.05% hits | AID 493014; active = well fitted inhibition curve with a large enough effect in the signal ratio, with a control signal flat, not every such curve was filed as active; inconclusive = small, poorly fitted or top-dose-only effect, or effect the other way, or a change in a side signal; the % refers to the signal ratio;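 also: potency is read from the fitted curve at half-maximal effect; plate controls were basal doxycycline-induced cells for no effect and cells given 10 µM MG132 for full effect; MG132 reads +100%, hits lower the ratio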
#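 Cell line TMD8 (human ABC DLBCL), stably expressing tet-inducible CBG68-IkBa fusion and CBR; IMDM/0.5% FBS; cpd up to 46 uM; dox induction, 4 h, 37C/5% CO2; dual luminescence; green/red ratio; MG132 control.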
# Tb PFK block = T. brucei PFK enzyme inhibition. 330,000 compounds, 0.17% hits. Potency, µM (doses to about 57.5 µM), for the others: top-dose activity, negative = inhibition, hits mostly inhibitors. T. brucei PFK, ADP-Glo luminescence. O15648;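 also: potency is read from the fitted curve at half-maximal effect; 0% = uninhibited 1x PFK enzyme wells and -100% = no-enzyme wells; nearly all actives have a fitted effect of over 60% in size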
#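 Luminescent ADP detection (ADP-Glo, two-step: ATP depletion then ADP-to-ATP conversion for luciferase) reported PFK activity after 45 min room-temperature reaction of 1.25 nM enzyme with 0.5 mM F6P and 0.1 mM ATP at pH 8.0.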
# TSHR antag = blocks TSH signaling through the human TSH receptor. P16473. TSHR-expressing cells, TSH-stimulated cAMP HTRF, 2 h; hits give low values. activity change, negative = inhibition, % at 11.5 µM. 330,000 compounds, 0.2% hits. AID 504810;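 active = activity change below a set negative limit, meaning inhibition stronger than a set level, cut at about -70% in these data; inconclusive = activity change between two set negative limits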; also: % is scaled to controls: 0 for no effect and ±100 for the full control effect
# Target sequence (P16473 whole entry, looked up): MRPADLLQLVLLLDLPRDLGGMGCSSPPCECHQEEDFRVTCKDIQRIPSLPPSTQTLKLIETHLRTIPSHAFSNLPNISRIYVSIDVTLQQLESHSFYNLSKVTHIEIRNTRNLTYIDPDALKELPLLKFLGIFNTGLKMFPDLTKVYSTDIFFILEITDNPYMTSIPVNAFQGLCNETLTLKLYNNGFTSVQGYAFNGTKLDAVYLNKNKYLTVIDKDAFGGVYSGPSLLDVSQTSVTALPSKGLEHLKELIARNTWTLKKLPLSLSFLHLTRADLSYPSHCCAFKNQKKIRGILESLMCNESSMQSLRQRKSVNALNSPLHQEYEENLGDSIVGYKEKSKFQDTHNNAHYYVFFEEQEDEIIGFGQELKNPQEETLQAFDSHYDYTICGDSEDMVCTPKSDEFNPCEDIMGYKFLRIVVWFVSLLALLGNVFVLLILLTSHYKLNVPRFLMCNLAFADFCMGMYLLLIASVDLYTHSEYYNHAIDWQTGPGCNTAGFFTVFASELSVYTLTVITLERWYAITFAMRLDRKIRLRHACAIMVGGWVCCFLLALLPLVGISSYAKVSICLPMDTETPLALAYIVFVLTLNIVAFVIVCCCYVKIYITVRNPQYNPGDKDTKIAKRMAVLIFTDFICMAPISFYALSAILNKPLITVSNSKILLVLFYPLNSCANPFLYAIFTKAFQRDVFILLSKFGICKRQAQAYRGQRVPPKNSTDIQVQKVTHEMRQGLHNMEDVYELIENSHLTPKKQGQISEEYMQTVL
#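 Freshly harvested TSHR cells receive pin-tooled compound, then EC80 TSH at 4nM final. After 2 hours at 37 deg C, antibody in lysis buffer and cAMP-d2 are added; 30 minutes at ambient temperature precede the HTRF read.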
# CXXC DNA block = MLL CXXC-DNA interaction inhibition; Potency, µM (doses to about 115 µM), without a hit: top-dose activity change, negative = inhibition, hits mostly inhibitors; AID 2662; 290,000 compounds, 0.037% hits; Q03164; MLL-CXXC / FITC-HOXA9 DNA fluorescence polarization; active = well fitted inhibition curve with a large enough effect in the polarisation, with a control signal flat, not every such curve was filed as active; inconclusive = small, poorly fitted or top-dose-only effect, or effect the other way, or a change in a side signal; inactive = no such curve, though single readings can be large or run the other way; the % refers to the polarisation; also: potency is read from the fitted curve at half-maximal effect
#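 Fluorescence polarization: 7 uM MLL-CXXC (stock) preincubated 5 min with compounds, then 50 nM fluorescein-HOX-A9 DNA (stock) added; 30 min ambient. Buffer 50 mM Tris-HCl pH 7.5, 50 mM NaCl, 1 mM DTT, 0.05% BSA.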
# GALK inh = inhibitors of human galactokinase | P51570 | Purified GALK, Kinase-Glo residual ATP luminescence | Potency, µM (titrated, usually from 57.5 µM), for the others: at the highest dose activity change, negative = inhibition, most hits filed as inhibitors | 270,000 compounds, 0.007% hits; also: potency is read from the fitted curve at half-maximal effect; % is scaled to controls: 0 for no effect and ±100 for the full control effect
#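 Human GALK (5 nM) with 35 uM ATP and 100 uM galactose in 20 mM HEPES pH 8.0, 5 mM MgCl2, 60 mM NaCl, 1 mM DTT, 0.01% BSA. After 1 h at room temperature, leftover ATP was read by Kinase-Glo Plus luminescence.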
# Coupling enz = inhibits coupling enzyme system, counter-screen for aldolase hits. AID 2472. 290,000 compounds, 0.67% hits. activity change, negative = inhibition, % at 58.2 µM, hits read low. coupling enzyme system counterscreen, AmpLite Red fluorescence; in the data active = activity change below about -30%; also: % is scaled to controls: 0 for no effect and ±100 for the full control effect
#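 Counterscreen of the coupled detection system alone, without aldolase: glyceraldehyde-3-phosphate coupling enzymes plus AmpLite Red readout. Compounds at 57.5 uM final, 10 min RT preincubation, 20 min RT reaction, fluorescence 525/598 nm.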
# TCR activator = T cell receptor activation; primary human leukocytes, anti-CD3, IL-2 HTRF, 48 h; Potency, µM (series often up to 9.22 µM), for inactives: at the highest dose activation of IL-2 secretion, hits mostly activators; 330,000 tested, under 10 active; AID 504894; also: % of control where 0% means no effect
#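 IL-2 produced over 48 hr by a-CD3 bead-stimulated primary human leukocytes exposed to compounds was detected with a homogeneous time-resolved FRET immunoassay, 665nm acceptor signal after 320nm excitation.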
# hERG WT inh = inhibitors of human wildtype KCNH2 potassium channel. Q12809. U2OS, BacMam KCNH2, thallium flux FluxOr; hits give low values. activity change, % at 1.84 µM. 340,000 compounds, 0.37% hits. AID 720551;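 active = maximum activity change below -70%; inconclusive = maximum activity change between -70% and -50%; inactive = maximum activity change above -50%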; also: % is scaled to controls: 0 for no effect and ±100 for the full control effect
#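 U2OS cells transduced with wild-type KCNH2 virus are loaded with FluxOr dye for 45 min, and thallium flux is measured in kinetic reads before and after stimulation buffer. Rate constants are normalized to DMSO controls.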
# Giardia killer = kills Giardia lamblia | 340,000 compounds, 0.15% hits | activity change, % at 7.66 µM, hits read low | Giardia lamblia trophozoite viability; in the data active = activity change below about -80%; inconclusive = between about -30% and that limit;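 also: parasites exposed to compound for two days anaerobically before the ATP read; % is scaled to controls: 0 for no effect and ±100 for the full control effect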
#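 Compounds were tested on trophozoites seeded at 100 cells/well and held 48 hrs at 37 deg C anaerobically. An ATP-based luminescent kit measured the remaining live cells.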
# AT treatment = candidate therapy for ataxia-telangiectasia; […] A-T fibroblasts, KAP-1 phosphorylation AlphaLISA; neocarzinostatin DNA damage 30 min before lysis; Potency, µM (highest dose often 57.5 µM), for the others: at the top dose activation, actives largely listed as activators; 320,000 compounds, 0.19% hits; AID 485349; also: potency is read from the fitted curve at half-maximal effect; % of control where 0% means no effect; nearly all actives have a fitted effect of over 45% in size
#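 ATM-like activity read as KAP-1 phosphorylation via AlphaLISA donor/acceptor antibody pairs after lysis and 6 hr at 25C. Cells were ATM-null patient fibroblasts ([…], hTERT), dosed 60 min, then exposed to the DSB inducer NCS for 30 min.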
# * = called active by the depositor; ? = inconclusive; · = not tested or not shown; & = joins results of further samples; [ ] = dose if it differs, or a comment. Unless noted, calls follow the shape of the dose curve; as a rule, active = well fitted curve in the direction sought with a large enough effect; inconclusive = small, poorly fitted or top-dose-only effect, or another doubt; inactive = no such curve, though single readings can be large; an effect the other way counts as inactive or inconclusive.
SMILES	Chronic BCR inh	Tb PFK block	TSHR antag	CXXC DNA block	GALK inh	Coupling enz	TCR activator	hERG WT inh	Giardia killer	AT treatment
CC(C)(C)c1ccc(COC(=O)CNC(=O)CNC(=O)Cc2ccccc2)cc1	17%	1%	-16	9%	-4%	·	3%	3	9	0%
O=C(c1ccc(-c2ccc(Cl)cc2)o1)N1CCN(c2ccc([N+](=O)[O-])cc2Cl)CC1	3%	0%	-13	16%	0%	0	·	-5	4	2%
CCOC(=O)C1=CN(CC)S(=O)(=O)NC1c1ccc2ccccc2c1 (stereo not drawn)	1%	1%	3	·	·	·	4%[46.1 µM]	-10	7	-13%
C/C(Cc1ccccc1)=N\NC(=O)C1CCCCC1	-1%	-3%	5	8%	2%	1	6%[46.1 µM]	6	3	10%
CC(=O)c1ccc(N=C2NC(=O)C(CO)(CO)S2)cc1	-2%	16%	-3	21%	3%	1	-3%	·	32[activator]	-4%
O=C(Nc1ncc(Cc2ccccc2Cl)s1)c1ccc(-c2cccc([N+](=O)[O-])c2)o1	?	-4%	-20	?	-1%	1	1%[46.1 µM]	·	-4	-3%
Cc1oc(-c2ccccc2F)nc1CS(=O)(=O)CC(=O)NCCN1CCCC1	7%	-1%	7	21%	-1%	-1	-4%	0	21	2%
CCOC(=O)c1[nH]ncc1CN1CCc2ccc(NC(=O)C3CCCO3)cc2C1 (stereo not drawn)	1%	1%	-9	0%	1%	0	·	-2	-19	3%
CN(Cc1cccs1)C(=O)COc1ccc(-c2nnco2)cc1	-1%	0%	-6	-4%	5%	-1	-8%	4	4	6%
COc1cccc(-c2nc(S(=O)(=O)c3ccccc3)c(N3CCOCC3)o2)c1	-9%	4%	6	1%	-1%	7	1%	7	8	-5%
Cc1cccc(C(C)C)c1NC(=O)COC(=O)Cc1ccsc1	-2%	-1%	6	7%	2%	0	-1%[46.1 µM]	-1	-1	3%
COc1ccccc1C1=CC(=O)CC(C)(C)C1=O	0%	5%	12	·	·	·	-2%	7	-4	-5%
CCS(=O)(=O)c1ccc(O)c(NC(=O)Nc2ccc(C(C)(C)C)cc2)c1	0%	1%	-24	3%	·	0	-5%	0	3	-5%
COc1cc(/C=N/n2c(C)nc3ccccc3c2=O)ccc1O	-4%	1%	10	-3%	11%	1	1%	-4	5	8%
O=C(CN(C(=O)CNC(=O)c1cccs1)c1ccc2c(c1)OCCO2)NC1CCCC1	4%	0%	0	5%	0%	-2	3%	-10	-14	9%
COC(=O)CSCC(=O)Nc1cc2c(cc1C(C)=O)OCO2	4%	-13%	0	7%	9%	1	0%	10	-16	-7%
c1ccc(C[C@H]2CN=C(Nc3ccccc3)N2CCCC2CCCC2)cc1	2%	0%	41	?	·	5	2%	-93*	-17	1%
O=C(COc1ccc(S(=O)(=O)N2CCOCC2)cc1)NC1CCCCC1	0%	1%	12	·	·	·	3%	-9	-7	4%
O=C(c1ccc(Cl)cc1)N1CCN(c2ncccn2)CC1	5%	-1%	-16	-6%	-2%	1	2%	-2	10	9%
O=S(=O)(CC(O)CS(=O)(=O)c1ccc(Cl)cc1)c1ccccc1 (stereo not drawn)	-4%	6%	-6	-10%	-2%	-1	-3%	5	10	2%

# More compounds:
Molecule	Chronic BCR inh	Tb PFK block	TSHR antag	CXXC DNA block	GALK inh	Coupling enz	TCR activator	hERG WT inh	Giardia killer	AT treatment
COc1ccc(-n2c(=O)[nH]cc(C(=O)N3CCCc4ccccc43)c2=O)cc1	-3%	1%	-2	0%	-1%	3	1%	7	-9	8%
CC(=O)Nc1cc(NC(C)=O)c(CC(C)C)s1	8%	-1%	8	0%	-2%	1	-3%	-7	-7	-5%
Cc1cc(Cl)ccc1OCC(=O)Nc1ccc(CN2CCOCC2)cc1	0%	0%	-10	-4%	-2%	-1	2%	17	1	3%
COc1ccc(C)cc1NC(=O)CN1CCN(C/C=C/c2ccccc2)CC1	?	0%	36	11%	-1%	-5	-1%	-98*	1	7%
O=C(/C=C/c1ccccc1)Nc1sc2c(c1C(=O)O)CCC2	?	?	-23	-4%	1%	-13	-9%	-11	21	-9%
CCCc1nc2cc(Cl)c([N+](=O)[O-])cc2o1	0%	-9%	-8	-2%	2%	2	0%	9	-17	-2%
Cc1ccc(-n2nc(C)c3c(C)cc(=O)[nH]c32)cc1	?	2%	2	-7%	0%	-6	2%	-2	0	-9%
Cn1cnc2c1c(=O)n(Cc1ccccc1C#N)c(=O)n2C	-1%	-7%	17	?	-3%	0	-3%	5	-16	40%
Cn1c(/C(C#N)=N/O)nc2ccccc21	11%	0%	-6	9%	1%	2	0%[46.1 µM]	-2	-7	·
Cc1ccc(NC(=O)CN2C(=O)S/C(=C\c3ccc(-c4cccc(C(=O)O)c4C)o3)C2=O)cc1C	-1%	-1%	-20	12%	-7%	3	-2%	-5	-22	1%
CC1CC(C)CN(c2ncc3c(n2)CC(c2ccccc2Cl)CC3=O)C1 (stereo not drawn)	?	-2%	4	-8%	0%	-4	3%	5	-13	4%
O=C(NC1CCCCC1)C1CCC(CNS(=O)(=O)c2cccc3nsnc23)CC1 (stereo not drawn)	11%	5%	-4	-1%	2%	2	7%	5	6	-4%
CC(C)(C)NC(=O)CN(Cc1ccc2c(c1)OCO2)C(=O)CCC(=O)Nc1nccs1	-13%	15%	8	-4%	-3%	2	7%	-9	11	0%
CC(C)(C)c1ccc(C(=O)C2CCCN(C(=O)CN3CCCC3=O)C2)cc1 (stereo not drawn)	15%	-9%	-1	-8%	10%	2	0%	-2	3	-8%
CN(Cc1ccc(Cl)cc1)C(=O)c1cc(S(=O)(=O)N2CCOCC2)ccc1N1CCCC1	7%	0%	5	·	·	·	5%	-23	0	-5%
O=C(NCCS(=O)(=O)N1CCc2ccccc2C1)c1ccccc1	-8%	-5%	·	·	·	·	2%	8	-7	4%
N#CCCN(Cc1ccccc1)C(=S)NC(=O)c1ccccc1	2%	-12%	-4	12%	-1%	-1	·	10	6	14%
Cc1ccc(NC(=O)C2C3C=CC4(O3)C2C(=O)N(CCCN2CCCC(C)C2)C4C(=O)NC2CCCCC2)cc1 (stereo not drawn)	-5%	7%	-9	-5%	-1%	-2	0%	-1	5	2%
CCCC[C@@]1(C2CCCC2)Cc2cc(OCC(=O)O)c(Cl)c(Cl)c2C1=O	?	-7%	-13&-8	-9%	·	·	3%	-1	0	9%
CCN(Cc1ccccc1)C(=O)C(=O)c1cn(CC(=O)N2CCCC2)c2ccccc12	0%	-1%	-2	-3%	0%	·	3%	-3	2	12%
O=C(Nn1c(SCc2cccc([N+](=O)[O-])c2)nc2ccccc2c1=O)c1ccccc1	?	-3%	-20	1%	·	2	6%[46.1 µM]	-16	19	1%
CC1=C(C(=O)OC(C)C)C(c2ccncc2)n2ncnc2N1 (stereo not drawn)	·	·	·	-3%	1%	-4	0%	-4	-12	·
